High-throughput results: PubChem, several laboratories
Dengue-2 NS5 capping: flavivirus cap methylation enzyme inhibition – biochemical, confirmation dose response, primary screen (AID 588689); inhibition, % at 25 µM; hits with a dose series show IC50 in µM; Dengue-2 NS5 methyltransferase capping enzyme assay, biochemical; higher % means a stronger effect; 340,000 compounds, 0.3% hits; in the data active = a potency from the dose series; inconclusive = inhibition above about 29% without an active follow-up result
Siah-1 displacement: blockers of Siah-1 interaction with plectin peptide – biochemical, fluorescence polarization, rhodamine-plectin, uHTS, primary screen (AID 1817); Siah-1 / rhodamine-plectin peptide fluorescence polarization; higher % means a stronger effect; displacement, % at 20 µM; hits with a dose series show IC50 in µM; 290,000 compounds, 0.02% hits;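 active = displacement of at least 50% at 20 µM, with a fluorescence ratio check between 0.3 and a set limit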;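 note: plate controls were Siah plus tracer with DMSO for no effect and tracer alone without Siah for full effect; strong numbers were not always called active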
LYP inhibition: inhibitors of LYP phosphatase, biochemical, fluorescence intensity, uHTS (AID 1779). recombinant LYP phosphatase, fluorescence intensity; higher % means a stronger effect. inhibition, % at 11.5 µM, or IC50 in µM where a hit was titrated. 290,000 compounds, 0.054% hits;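 note: plate controls were vehicle with enzyme for no effect and no enzyme for full effect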
Myeloid diff MLP: compounds promoting myeloid differentiation; 360,000 compounds, 1% hits; AID 624256; ER-HoxA9 myeloid progenitors, lysozyme-GFP differentiation, flow cytometry; calls only at 10 µM;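 active = normalized GFP-positive differentiation at or above the plate's own cutoff, the solvent-only control mean plus 3 SD; inconclusive = no clear call, values can overlap the other calls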;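 note: cells exposed to compound for four days before flow analysis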
XIAP antagonists: XIAP antagonists, biochemical, IAP family, fluorescence polarization (AID 1018); displacement, % at 20 µM, or IC50 in µM where a hit was titrated; XIAP BIR domain, fluorescence polarization peptide displacement; higher % means a stronger effect; 200,000 compounds, 0.007% hits; in the data active = displacement above about 50%; note: a part of the inactive calls stands beside numbers as strong as those of hits
Lipid droplet: hepatic lipid droplet formation modulation. AML12 mouse hepatocytes, oleate lipid droplets, BODIPY imaging. inhibition, % at 6.5 µM. 240,000 compounds, 0.4% hits;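 active = lipid droplet intensity inhibited by at least 50%, with more than 500 cells counted; inconclusive = wells with under 300 cells, treated as cytotoxic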
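Assay system: AML12 mouse liver cells | Compound dosing: One dose, 6.5 µM compound | Read-out basis: Droplet intensity reduction, % inhibition | Measured by: Fluorescence imaging, 20x objective, two fields per well | Schedule: Overnight treatment with compound plus oleate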
AID2073: disruptors of CaV2.2 binding to Mint1 – biochemical, HTRF (AID 2073); 290,000 compounds, 0.19% hits; inhibition, % at 20 µM; hits with a dose series show IC50 in µM; HTRF protein-protein interaction, Mint1-CaV2.2; higher % means a stronger effect; in the data active = inhibition mostly above about 51%, no sharp cut-off; inconclusive = no clear call, values can overlap the other calls; inactive = mostly below about 53%; note: some results filed as inactive read as strong as hits
HIV fusion peptide: cell-free HIV fusion peptide-binding blockers – biochemical, uHTS, fluorescence dequenching, primary screen (AID 1986); cell-free peptide binding, fluorescence dequenching, 30 min; higher % means a stronger effect; one-dose inhibition, % at 20 µM; IC50 in µM for titrated hits; 290,000 compounds, 0.3% hits; in the data active = inhibition mostly above about 52%, no sharp cut-off; inactive = mostly below about 76%; note: some results filed as inactive read as strong as hits
HEK293 NOD2/NF-kB: NOD2 signaling inhibitors, cell-based, luminescence, uHTS, HEK293 (AID 1566) | HEK293 NOD2/NF-kB luciferase reporter, luminescence; higher % means a stronger effect | inhibition, % at 4 µM, or EC50 in µM where a hit was titrated | 290,000 compounds, 0.63% hits; note: many of its hits are not listed in these tables
Lipid droplet cells 6.5 µM: recorded beside Lipid droplet, whose call it bears; cell count; measured here: cell count, cytotoxicity flag;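 cells counted across two imaged fields per well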
Dengue-2 NS5 capping pilot replicate: second read-out of Dengue-2 NS5 capping, no call of its own (marks repeat the call); inhibition, %; measured here: pilot screen replicate inhibition
Myeloid diff MLP GFP+ MAC1+ %: further read-out of Myeloid diff MLP, marked with its call; GFP+ MAC1+ double positive, %; measured here: differentiation confirmed by MAC1 staining
Numbers without * were called inactive; i = inactive; ? = inconclusive; . = not tested or not shown. Cut-off read from the data, not from the text of the source, unless noted: active = inhibition above about 50%; inactive = the rest. Not all compounds are listed; rates above refer to the full screens.

Sample of the layout:
SMILES | Dengue-2 NS5 capping | Siah-1 displacement | LYP inhibition | Myeloid diff MLP | Myeloid diff MLP GFP+ MAC1+ % | XIAP antagonists | Lipid droplet | Lipid droplet cells 6.5 µM | AID2073 | HIV fusion peptide | HEK293 NOD2/NF-kB | others
Cc1ccc(-c2nc3ccccc3nc2NN)cc1 | -17.9% | 3.2% | -7.7% | i | 0.7 | . | -3.6 | 772 | -15.5% | -1.8% | -93.9%
C/C(=N\N1CCN(C)CC1)c1ccc(Cl)c(Cl)c1 | -3.0% | 8.5% | -5.8% | i | 0.1 | -4.7% | -12.3 | 674 | -0.3% | 0.2% | 3.3%

Results, from the first entry:
SMILES | Dengue-2 NS5 capping | Siah-1 displacement | LYP inhibition | Myeloid diff MLP | Myeloid diff MLP GFP+ MAC1+ % | XIAP antagonists | Lipid droplet | Lipid droplet cells 6.5 µM | AID2073 | HIV fusion peptide | HEK293 NOD2/NF-kB | others
Cc1ccc(-c2nc3ccccc3nc2NN)cc1 | -17.9% | 3.2% | -7.7% | i | 0.7 | . | -3.6 | 772 | -15.5% | -1.8% | -93.9%
C/C(=N\N1CCN(C)CC1)c1ccc(Cl)c(Cl)c1 | -3.0% | 8.5% | -5.8% | i | 0.1 | -4.7% | -12.3 | 674 | -0.3% | 0.2% | 3.3%
S=C1NC2(CCCCC2)N=C1c1ccccc1 | -1.3% | 16.6% | 3.5% | i | 0.8 | 0.3% | 19.6 | 691 | -21.1% | -0.8% | -5.0%
CCOc1cccc(CN2CCCC(N3CCc4cc(OC)c(OC)cc4C3)C2)c1O (configuration not stated) | -7.2% | -4.5% | -4.2% | i | 0.5 | . | -0.7 | 823 | 4.2% | -0.2% | 6.9%
CCOC(=O)c1ccc(NC(=O)NCCc2ccccc2OC)cc1 | -9.5% | -9.5% | -7.4% | i | 0.4 | -5.9% | -11.3 | 649 | 5.3% | 0.1% | 23.7%
O=C(NCCCn1ccnc1)c1cc(-c2cccc(O)c2)on1 | -10.6% | -0.7% | -3.7% | i | 0.5 | . | -5.2 | 697 | 21.8% | -0.5% | -51.3%
Cc1ccccc1OCc1n[nH]c(=S)n1-c1ccccc1 | -3.9% | 0.8% | -6.0% | i | 1.5 | -1.4% | -17.9 | 696 | -18.9% | -0.6% | 0.0%
COc1nc(-c2ccccc2)ccc1-c1noc(-c2ccccc2F)n1 | 1.7% | 0.5% | 0.8% | i | 0.8 | -0.8% | . | . | 10.8% | 0.5% | -59.2%
COc1ccc(O)c(C(=O)c2cnn(C(=O)c3cc(C)oc3C)c2)c1 | -4.7% | 0.1% | -8.1% | i | 0.6 | -0.4% | . | . | 23.1% | 0.4% | 0.4%
O=C(NCC1CCS(=O)(=O)C1)Oc1ccccc1 (configuration not stated) | 0.3% | -1.0% | -0.5% | i | 1.0 | -3.3% | . | . | -4.6% | 1.3% | 1.6%
CCOC(=O)Nc1ccc(NS(=O)(=O)c2ccc(C)cc2)cc1 | -6.5% | 1.2% | -1.3% | i | 1.3 | -3.5% | 30.3 | 702 | 1.5% | 1.0% | -11.1%
COc1ccc(OC)c(NC(=O)C2CCN(S(=O)(=O)c3ccc4c(c3)CC(C)N4C(C)=O)CC2)c1 (configuration not stated) | 0.0% | 3.5% | -3.1% | i | 1.4 | . | -5.7 | 734 | 5.0% | 1.3% | 9.6%
Cc1c(C(=O)OCC(=O)NCC2CCCO2)cccc1[N+](=O)[O-] (configuration not stated) | -1.5% | 6.1% | -1.8% | . | . | -3.7% | -16.4 | 659 | 10.2% | -0.7% | 17.2%
Cc1ccc(CNC(=O)COC(=O)c2cncc(Br)c2)cc1 | -6.8% | 2.0% | 1.4% | i | 0.5 | -0.2% | -4.4 | 702 | -3.2% | -0.9% | 3.5%
O=C(CSc1nnc(COc2ccccc2)o1)NCCc1ccccc1 | -8.0% | 3.8% | 2.0% | i | 1.9 | 1.6% | . | . | -6.1% | -0.2% | 8.9%
CCC1CN(C(=O)N2CCC(C(=O)NCc3ccc(C)o3)CC2)c2cc(C)ccc2O1 (configuration not stated) | -13.8% | -2.3% | -9.6% | i | 1.0 | . | 10.6 | 667 | 2.5% | 1.1% | 3.0%
COc1ccc(NC(=O)Cn2nnc(C(=O)NCCc3ccccc3)c2N)c(OC)c1 | -0.9% | 21.3% | -3.9% | i | 7.3 | . | -10.2 | 672 | 1.9% | 1.6% | 5.7%
O=C(Nc1sc2c(c1C(=O)O)CCCCC2)c1cccs1 | 11.9% | 4.4% | 0.1% | i | 0.8 | -6.8% | -13.8 | 657 | 13.5% | 17.8% | 1.6%
O=C(NCCc1ccccc1)C(=O)N/N=C/c1ccccc1C(F)(F)F | -0.7% | 0.4% | -4.7% | i | 2.3 | -4.1% | -16.8 | 711 | 9.6% | 0.1% | 6.4%
Cc1ccc(NC(=O)C(=S)NCc2ccco2)cc1 | 1.3% | 1.6% | -8.8% | i | 0.1 | 0.6% | . | . | -4.3% | 0.5% | -62.6%
COc1ccc(N)cc1S(=O)(=O)Nc1ccccc1Cl | 0.8% | -0.2% | -8.2% | i | 0.7 | . | 25.3 | 660 | -2.9% | -2.8% | 9.0%
COc1ccc2c(C)cc(SCC(=O)Nc3ncc(Cl)cc3Cl)nc2c1 | -2.9% | -1.1% | -0.6% | i | 0.6 | -11.7% | -3.1 | 690 | -0.2% | -1.9% | 9.2%
CS(=O)(=O)N1N=C(c2ccc3nccnc3c2)CC1c1ccccc1 (configuration not stated) | 0.0% | -4.3% | -3.9% | i | 1.6 | -4.3% | . | . | -0.1% | -3.9% | -1.1%
Cc1nc(-c2ccccc2)sc1C(N)=O | -7.8% | 1.5% | -2.3% | i | 0.6 | -3.0% | -4.2 | 769 | 2.4% | 2.2% | 3.8%
C/C(=N/NC(=O)c1cccs1)c1cccc(N)c1 | -4.8% | 1.6% | 0.7% | i | 0.0 | -1.1% | 5.8 | 700 | -6.4% | -1.9% | -32.4%
C=CCNC(=O)c1ccc2nc(-c3ccccc3)c(-c3ccccc3)nc2c1 | -4.7% | 3.0% | -9.9% | i | 0.2 | 0.5% | . | . | -0.5% | -3.5% | 24.6%
COCCn1c(-c2ccc(Cl)cc2)nc2oc3cc(OC)ccc3c(=O)c2c1=O | . | 5.2% | -4.1% | i | 0.2 | . | 2.5 | 718 | 13.4% | -0.6% | 20.0%
COc1ccc(S(=O)(=O)Nc2cc3[nH]c(=O)oc3cc2C)cc1 | 10.1% | -3.4% | -3.3% | i | 0.6 | . | -10.2 | 785 | 5.0% | -2.4% | 2.7%
COc1ccc(NC(=O)C2CCC(=O)N2S(=O)(=O)c2ccc(C)cc2)cc1Cl (configuration not stated) | -12.1% | 2.4% | -5.5% | i | 1.0 | . | -3.2 | 790 | 10.3% | 0.1% | -11.2%
O=C(O)c1cccc(NC(=O)C2CCCO2)c1 (configuration not stated) | -4.8% | 1.0% | -7.5% | i | 12.5 | -15.1% | 14.4 | 801 | 4.2% | -0.6% | 15.5%
COc1ccc(NC(=O)N2CCCC2C(=O)Nc2ccc(C)c(Cl)c2)cc1 (configuration not stated) | -5.7% | 0.0% | -4.8% | i | 0.3 | -0.6% | . | . | 1.2% | -3.1% | -0.7%
COc1cc(NC(=O)/C=C/c2ccccc2)c(C(=O)O)cc1OC | -14.9% | 0.2% | -0.5% | i | 0.4 | . | -14.7 | 774 | 10.0% | 4.0% | 0.9%
Nc1c(S(=O)(=O)c2ccccc2)c2nc3ccccc3nc2n1/N=C/c1ccco1 | -13.7% | -9.3% | -2.8% | i | 1.1 | -7.1% | . | . | 24.9% | 22.8% | 5.0%
Cc1ccccc1NC(=O)c1[nH]cnc1C(=O)NN | 0.7% | -4.0% | -11.0% | i | 1.2 | . | 0.8 | 881 | 19.8% | -3.2% | 9.0%
Cc1cccc(C)c1NC(=O)N1C2CCC1CC(O)(c1cccnc1)C2 (configuration not stated) | -2.2% | 1.1% | -6.9% | i | 0.2 | -3.3% | 8.8 | 757 | -12.4% | -1.2% | 3.7%
COc1cc(NC(=O)Cn2cnc(S(=O)(=O)N3CCC(C)CC3)c2)cc(OC)c1OC | -9.5% | -1.1% | -9.1% | i | 0.0 | . | 23.4 | 731 | 8.3% | -0.6% | 16.8%
c1ccc(-c2csc3ncn4cnnc4c23)cc1 | -2.7% | -1.5% | -8.5% | i | 0.2 | -5.1% | . | . | 3.1% | -0.9% | 32.6% | Dengue-2 NS5 capping pilot replicate=-6.5
CN(Cc1ccc(Cl)cc1Cl)C(=O)CNC(=O)c1ccco1 | -1.9% | 11.8% | -8.3% | i | 4.6 | . | 5.0 | 810 | 9.2% | 0.9% | 1.7%
Cn1cc(S(=O)(=O)NCc2ccco2)c(=O)n(C)c1=O | -6.2% | 1.3% | -9.2% | i | 2.7 | -1.7% | . | . | 1.6% | -0.7% | -1.2%
c1ccc(N=C(c2cccs2)N2CCOCC2)cc1 | -3.4% | 5.9% | -1.0% | i | 1.3 | -5.3% | -7.7 | 706 | 12.4% | -0.7% | 2.5%
O=C(O)CCN1C(=O)c2ccc(NC(=O)Cc3ccc(Cl)cc3)cc2C1=O | -9.2% | 5.6% | -5.2% | i | 0.9 | -2.1% | 3.0 | 696 | 33.0% | 1.4% | 4.9%
Cc1c(C)n(CC(O)CN2CCCCC2)c2ccccc12 (configuration not stated) | -2.3% | 2.3% | -0.9% | i | 1.2 | -1.8% | . | . | -12.5% | -1.2% | 1.9%
Cc1c(C(=O)OCC(C)C)[nH]c2c1C(=O)CC(c1cccs1)C2 (configuration not stated) | 1.6% | -1.0% | -5.5% | ? | . | -6.4% | -143.8 | 386 | 9.8% | 0.5% | 0.7%
CC1CNc2c(cccc2S(=O)(=O)N[C@@H](CCCN=C(N)N)C(=O)N2CC[C@@H](C)C[C@@H]2C(=O)O)C1 (some centres not stated) | . | -0.3% | -3.0% | . | . | -6.4% | 13.6 | 733 | 1.3% | -1.6% | -3.5%
C/C=C/c1ccc(OCCOc2ccc(C=O)cc2OC)c(OC)c1 | -3.6% | -0.9% | -3.4% | i | 0.2 | -5.1% | -7.3 | 697 | 0.1% | -1.1% | -7.2%
CCCNc1nc2c(c(=O)[nH]c(=O)n2C)n1Cc1ccc(F)cc1 | 0.7% | 12.3% | 0.0% | i | 2.7 | -3.0% | -3.5 | 605 | 55.1% | 0.5% | 10.6%
